Compound activity from PubChem.
Spn PMK inh: S. pneumoniae PMK inhibitors, primary screen, biochemical, mevalonate pathway, pilot trial included; phosphomevalonate kinase (Streptococcus pneumoniae D39); hit rate 0.49% among 65,000; AID 539, 2006; inhibition, % at 10 µM; purified PMK, PK/LDH-coupled NADH absorbance 340 nm;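 active = top-ranked compounds by inhibition in the single 10 µM screen, taking a fixed number of the strongest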;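 note: 0% = full reaction with DMSO carrier and 100% = background rate without enzyme reaction; no value below 0 was filed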
Bfl-1 displacement: Bfl-1 inhibitors, primary screen, biochemical, fluorescence polarization, FITC-Bid, mouse (AID 432) | FITC-Bid BH3 peptide fluorescence polarization displacement; higher % means a stronger effect | displacement, % at 20 µM; hits with a dose series show IC50 in µM | hit rate 0.02% among 64,000; in the data active = a potency from the dose series; inactive = the rest, 99 in 100 with displacement below about 15%; note: strong numbers were not always called active
DPM-DC inhibit: S. pneumoniae DPM-DC inhibitors, primary screen, biochemical, PK/LDH-coupled NADH fluorescence. calls only at 10 µM. purified DPM-DC. hit rate 0.49% among 65,000. AID 556, 2006;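 active = the 320 compounds with the highest percent inhibition in the single-dose primary screen, excluding strongly autofluorescent ones, cut at about 32% in these data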;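 note: kinetic rate of NADH fluorescence loss reporting ADP formed by the decarboxylase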
HT1080 cytotoxicity: cytotoxicity in HT1080 fibrosarcoma cells, cell-based, fluorescence readout (AID 620); cytotoxicity, % at 10 µM, or EC50 in µM where a hit was titrated; HT1080 viability, fluorescence; higher % means a stronger effect; hit rate 0.42% among 87,000;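 note: cells exposed to compound overnight then 4 h with Alamar Blue; 0% = vehicle DMSO and 100% = killing control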
Alkaline phosphatase: human TNAP enzyme inhibitors, biochemical, luminescent (AID 518) | hit rate 0.09% among 64,000 | purified TNAP enzyme, luminescent substrate readout; higher % means a stronger effect | Alkaline phosphatase, tissue-nonspecific isozyme (Homo sapiens) | inhibition, % at 20 µM, or IC50 in µM where a hit was titrated; in the data active = a potency from the dose series; inactive = the rest, 99 in 100 with inhibition below about 22%;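 note: plate controls were vehicle for no effect and reference inhibitor for full effect; many of its hits are not listed in these tables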
MK inhibit: S. pneumoniae MK inhibitors, primary screen, biochemical, PK/LDH-coupled NADH absorbance; purified MK, PK/LDH-coupled NADH absorbance 340 nm; hit rate 0.48% among 65,000; mevalonate kinase [Streptococcus pneumoniae D39]; inhibition, % at 10 µM;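 active = ranked among the strongest by inhibition in the single 10 µM screen, a fixed top-ranked set picked for dose follow-up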; note: no value below 0 was filed
HPDE-C7 cytotoxicity: cytotoxicity in HPDE-C7 cells, cell-based, fluorescence, HTS (AID 430). cytotoxicity, % at 10 µM, or EC50 in µM where a hit was titrated. HPDE-C7 pancreatic duct cells viability, fluorescence; higher % means a stronger effect. hit rate 1.8% among 63,000;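 note: cells exposed to compound for 48 hours before viability readout; 0% = vehicle and 100% = reference cytotoxic drug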
LYP inhibition: LYP phosphatase inhibitors, primary screen, biochemical, DiFMUP fluorescence, recombinant catalytic domain, 10 µM (AID 606); inhibition, % at 10 µM, or IC50 in µM where a hit was titrated; 52,000 tested, under 10 active; recombinant LYP catalytic domain, DiFMUP fluorescence; higher % means a stronger effect;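 active = IC50 under 40 µM in the dose-response test; inactive = IC50 of 40 µM or more, or never dose-tested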
HPDE-C7K KRASV12: cytotoxicity in KRAS-transformed pancreatic duct cells, primary screen, cell-based, fluorescence, HTS (AID 431). HPDE-C7K KRASV12 cells, Alamar Blue viability, 48 h; higher % means a stronger effect. hit rate 1.7% among 63,000. one-dose cytotoxicity, % at 10 µM; EC50 in µM for titrated hits;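 active = compounds whose percent cytotoxicity in the single-dose primary screen, scaled between solvent and toxic-drug controls, exceeds 50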;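 note: 0% = DMSO solvent wells and 100% = doxorubicin-treated wells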
Spn PMK inh pilot replicates: further read-out of Spn PMK inh, marked with its call; inhibition, %; measured here: pilot screen replicates
MK inhibit pilot replicates: also measured in MK inhibit; calls as there; inhibition, %; measured here: pilot screen replicates
DPM-DC inhibit pilot screen %: also measured in DPM-DC inhibit; calls as there; inhibition, %; measured here: pilot screen trials
* hit, by the source's call; i = inactive; · = not tested or not shown. Cut-off read from the data, not from the text of the source, unless noted: active = cytotoxicity above about 50%; inactive = the rest. Hits appear at their usual frequency; 3.5% or so of the library scored in one or more.

The opening 4 records (preview)
SMILES	Spn PMK inh	Bfl-1 displacement	DPM-DC inhibit	HT1080 cytotoxicity	Alkaline phosphatase	MK inhibit	HPDE-C7 cytotoxicity	LYP inhibition	HPDE-C7K KRASV12	others
CCCCn1cnc2c1c(=O)n(C)c(=O)n2C	15.0	7.5%	i	6.6%	17.2%	6.0	0.6%	8.5%	2.7%	Spn PMK inh pilot replicates=1.5;MK inhibit pilot replicates=0.0;DPM-DC inhibit pilot screen %=0.0
O=C1CC(N2CCN(c3nc4ccccc4s3)CC2)C(=O)N1c1ccc(F)cc1 (configuration not stated)	16.0	-5.4%	i	2.7%	5.6%	4.0	0.4%	-1.7%	4.0%
COc1ccc(NCC(=O)Nc2ccc(Cl)cc2C)c(OC)c1	0.0	1.1%	i	2.6%	10.0%	0.0	22.6%	-4.8%	23.0%
COc1ccc(CC(=O)N2CCN(C(=O)Cc3ccc(OC)cc3)CC2)cc1	0.0	-1.9%	i	-2.3%	21.0%	15.0	-11.0%	11.9%	-6.3%

All compounds of this part, from the first entry:
SMILES	Spn PMK inh	Bfl-1 displacement	DPM-DC inhibit	HT1080 cytotoxicity	Alkaline phosphatase	MK inhibit	HPDE-C7 cytotoxicity	LYP inhibition	HPDE-C7K KRASV12	others
CCCCn1cnc2c1c(=O)n(C)c(=O)n2C	15.0	7.5%	i	6.6%	17.2%	6.0	0.6%	8.5%	2.7%	Spn PMK inh pilot replicates=1.5;MK inhibit pilot replicates=0.0;DPM-DC inhibit pilot screen %=0.0
O=C1CC(N2CCN(c3nc4ccccc4s3)CC2)C(=O)N1c1ccc(F)cc1 (configuration not stated)	16.0	-5.4%	i	2.7%	5.6%	4.0	0.4%	-1.7%	4.0%
COc1ccc(NCC(=O)Nc2ccc(Cl)cc2C)c(OC)c1	0.0	1.1%	i	2.6%	10.0%	0.0	22.6%	-4.8%	23.0%
COc1ccc(CC(=O)N2CCN(C(=O)Cc3ccc(OC)cc3)CC2)cc1	0.0	-1.9%	i	-2.3%	21.0%	15.0	-11.0%	11.9%	-6.3%
CCCOC(=O)C1=C(C)NC2=C(C(=O)CCC2)C1c1ccc(N(C)C)cc1 (configuration not stated)	11.0	-5.0%	i	0.9%	7.6%	8.0	-27.2%	11.9%	-7.9%
O=C(O)c1ccc(CSCc2c(F)cccc2Cl)o1	8.0	-8.2%	i	-7.8%	4.5%	0.0	-11.4%	6.3%	0.8%
COc1ccc(-c2cn3cc(Cl)ccc3n2)cc1OC	5.0	6.6%	·	98.8%*	0.4%	0.0	-1.4%	-0.3%	-19.0%
CCOC(=O)Cc1c[nH]c2ccccc12	17.0	-4.2%	i	4.7%	3.7%	3.0	-3.3%	-0.5%	-5.6%
CCCS(=O)(=O)N1CCCC(C(=O)NCCCOCC)C1 (configuration not stated)	10.0	-4.9%	i	-3.2%	-5.1%	1.0	7.5%	11.2%	1.2%
CCCC(=O)Nc1c2c(nn1-c1ccc(OC)cc1)CS(=O)C2 (configuration not stated)	11.0	0.6%	i	-0.2%	10.1%	6.0	11.5%	3.4%	10.2%	Spn PMK inh pilot replicates=1.5;MK inhibit pilot replicates=0.0;DPM-DC inhibit pilot screen %=0.0
Cn1c(=O)c2c(ncn2Cc2cccc(Cl)c2)n(C)c1=O	12.0	6.7%	i	0.5%	7.6%	0.0	4.2%	-0.8%	10.1%
COc1ccc(OC)c(NC(=O)CS(=O)(=O)Cc2nc(-c3ccccc3C)oc2C)c1	0.0	0.5%	i	-3.5%	16.0%	5.0	-5.1%	7.7%	5.1%	Spn PMK inh pilot replicates=0.0;MK inhibit pilot replicates=0.0;DPM-DC inhibit pilot screen %=0.0
COc1ccc(C2C(C#N)=C(/N=C/N3CCN(C)CC3)OC3=C2C(=O)CC(C)(C)C3)cc1OC (configuration not stated)	0.0	-5.6%	i	-17.1%	4.4%	6.0	9.6%	14.1%	16.5%
COC(=O)C(NC(=O)c1ccc(F)cc1)(Nc1nc(C)cs1)C(F)(F)F (configuration not stated)	2.0	-5.2%	i	0.9%	10.1%	1.0	5.5%	-0.5%	-4.0%
COc1cc(-c2c(C#N)c(N)nc3c2CCCC3)cc(OC)c1OC	15.0	-3.1%	i	5.2%	18.0%	4.0	4.6%	10.1%	14.2%	Spn PMK inh pilot replicates=8.0;MK inhibit pilot replicates=2.0;DPM-DC inhibit pilot screen %=8.5
CC(=O)C1(C)OC(N)=C(C#N)C(c2ccccc2)C1(C#N)C#N (configuration not stated)	1.0	22.5%	i	-4.0%	10.3%	0.0	9.3%	13.7%	4.0%
Cc1ccc(C(=O)Nc2cccc(C(=O)O)c2)cc1S(=O)(=O)N1CCCCC1	13.0	-8.0%	i	·	4.4%	4.0	-7.9%	·	-14.3%
C=CCNc1sc(C(=O)c2cccs2)c(N)c1C#N	13.0	-1.8%	i	-3.2%	8.8%	5.0	3.5%	-0.9%	0.7%
C=CCC(O)(CCN1CCCCC1)c1ccccc1 (configuration not stated)	10.0	-5.0%	i	7.4%	11.2%	8.0	3.8%	4.4%	-2.6%
O=C(O)c1ccc(COc2ccc(Cl)cc2)o1	10.0	-4.4%	i	8.9%	14.4%	5.0	3.6%	3.9%	13.9%	Spn PMK inh pilot replicates=7.0;MK inhibit pilot replicates=2.5;DPM-DC inhibit pilot screen %=3.5
CCOC(=O)c1nn(-c2ccccc2)c(C#N)c1NC(=O)c1nn(CC)cc1Br	9.0	2.6%	i	8.7%	9.7%	4.0	12.9%	14.6%	-4.2%
COc1ccc(-c2cc(C(=O)Nc3c(C)nn(Cc4ccc(Cl)cc4)c3C)no2)cc1	12.0	-10.0%	i	·	-0.7%	0.0	-6.8%	5.5%	1.3%
Cc1onc(-c2c(F)cccc2Cl)c1C(=O)N1CCCc2ccccc21	11.0	5.7%	i	7.6%	7.0%	0.0	29.6%	10.3%	21.1%
COc1ccc(S(=O)(=O)N(CC(=O)NCc2ccco2)c2ccccc2)cc1OC	15.0	3.3%	i	-17.5%	11.7%	8.0	-13.2%	1.6%	-12.1%
COc1cccc(C2=NOC(C(=O)Nc3cccnc3)C2)c1 (configuration not stated)	9.0	-1.2%	i	-3.3%	8.3%	3.0	0.8%	12.3%	8.9%
O=C(COn1nnc2ccc(C(F)(F)F)cc21)Nc1nnc(-c2ccccc2)o1	9.0	-6.5%	i	1.1%	15.0%	0.0	49.9%	5.8%	59.2%*	Spn PMK inh pilot replicates=3.5;MK inhibit pilot replicates=0.0;DPM-DC inhibit pilot screen %=0.5
Cc1occc1C(=O)Nc1cc(C(F)(F)F)ccc1Cl	1.0	3.3%	i	3.8%	0.1%	6.0	-26.0%	-9.4%	-12.7%
CCOC(=O)C1CCN(C(=O)Cn2cc(C#N)c3ccccc32)CC1	7.0	-3.1%	i	6.0%	12.3%	7.0	-3.2%	10.1%	-6.3%
COc1ccccc1C(=O)N1CCN=C1SCc1cccnc1	8.0	2.4%	i	-7.3%	12.0%	4.0	-7.1%	·	1.1%	Spn PMK inh pilot replicates=2.0;MK inhibit pilot replicates=0.0;DPM-DC inhibit pilot screen %=0.0
CCOC(=O)COc1ccc(S(=O)(=O)NCc2ccncc2)cc1	9.0	-11.5%	i	-7.7%	11.1%	8.0	-15.0%	12.1%	-11.6%
CCCS(=O)(=O)N1CCCC(C(=O)NCCCN2CCN(c3ccc(F)cc3)CC2)C1 (configuration not stated)	9.0	-1.0%	i	-10.2%	-3.6%	1.0	-21.4%	·	-13.9%
CCCC(=O)NC(C)C(c1cccs1)N1CCN(c2ccccc2)CC1 (configuration not stated)	12.0	·	i	-10.8%	·	5.0	·	13.1%	·
Cc1ccc(SCCC(=O)N2CCCC2)cc1	4.0	-2.8%	i	1.1%	7.3%	8.0	-5.4%	15.2%	-1.3%
Cc1nnc(NC(=O)CSc2nc3c(c(=O)n2CCc2ccccc2)SC(C)C3)s1 (configuration not stated)	10.0	1.9%	i	3.6%	2.0%	0.0	-3.5%	-1.4%	4.3%
N#Cc1c(NCCCO)nc(-c2ccccc2)c2c1CCCC2	0.0	-7.2%	i	-7.4%	7.5%	3.0	38.6%	18.2%	20.2%
c1ccc(Cn2ncc3c2ncn2nc(-c4ccncc4)nc32)cc1	4.0	-0.6%	i	-7.7%	20.4%	5.0	-30.4%	·	-20.9%
Cc1ccc(Cn2ccc(NC(=O)c3cc(-c4cccs4)on3)n2)cc1	13.0	1.3%	i	-0.1%	16.5%	2.0	-23.4%	1.1%	-14.4%	Spn PMK inh pilot replicates=5.5;MK inhibit pilot replicates=1.5;DPM-DC inhibit pilot screen %=0.0
O=c1c2cc(N3CCOCC3)ccc2[nH]c(=S)n1CCN1CCCC1	5.0	-1.7%	i	1.7%	9.2%	4.0	-13.6%	·	-16.0%
CCN(CC)S(=O)(=O)c1ccc2oc(C(=O)N3CCCCCC3)c(C)c2c1	0.0	2.6%	i	2.9%	5.3%	12.0	-2.2%	·	7.8%
COc1cccc(-n2c(C)nc3c(cnn3-c3ccc(Cl)cc3)c2=O)c1	16.0	-1.0%	i	0.1%	12.4%	1.0	-20.3%	11.6%	-0.1%	Spn PMK inh pilot replicates=0.5;MK inhibit pilot replicates=0.0;DPM-DC inhibit pilot screen %=1.5
CC(C)OCCCn1c(=N)c(C(N)=S)cc2c(=O)n3ccccc3nc21	10.0	2.1%	i	-13.6%	35.5%	0.0	2.6%	5.9%	-11.0%
CC(C)(C)C(=O)NC(C(N)=O)=C(Cl)Cl	3.0	-8.6%	i	13.2%	10.7%	1.0	-23.3%	8.1%	-12.9%
COc1ccc(OC)c(C(C)NC(C)=O)c1 (configuration not stated)	4.0	-7.2%	i	-0.9%	3.8%	0.0	1.3%	-7.3%	-2.2%
CCCC(c1nnnn1C(C)(C)CC)N(CCCO)Cc1cc2cc(C)cc(C)c2[nH]c1=O (configuration not stated)	14.0	1.7%	i	12.0%	15.8%	5.0	-2.6%	·	-2.5%
Cc1ccc(C(C)C)c(OCCn2c(=O)oc3ccccc32)c1	10.0	3.8%	i	-9.0%	8.7%	8.0	-22.7%	4.5%	-13.9%	Spn PMK inh pilot replicates=0.0;MK inhibit pilot replicates=0.0;DPM-DC inhibit pilot screen %=0.0
Cc1ccc(C)c(S(=O)(=O)C(C#N)c2nc3ccccc3nc2N2CC(C)OC(C)C2)c1 (configuration not stated)	5.0	-3.8%	i	4.4%	15.3%	7.0	48.7%	-2.8%	59.3%*	Spn PMK inh pilot replicates=1.0;MK inhibit pilot replicates=1.5;DPM-DC inhibit pilot screen %=0.5
COc1ccc(OC)c(NC=C2C(=O)OC(C)(C)OC2=O)c1	0.0	-3.0%	i	-0.8%	-5.4%	2.0	-2.6%	-4.4%	3.6%
Cc1nn(CCc2nc(-c3ccco3)cs2)c2[nH]c(=O)cc(C(F)(F)F)c12	9.0	-0.8%	i	3.1%	5.1%	6.0	-2.3%	12.5%	1.0%
